SK-BR-3 tox 24h: SK-BR-3 proliferation inhibitors; SK-BR-3 viability, CellTiter-Glo ATP luminescence, 24 h; hits give low values; AID 847; actives 0.47% (n = 41,000); viability, % at 10 µM;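 active = viability at or below the median of all test compounds minus 3 SD, in both replicates if run twice, cut at about 45% in these data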;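 note: 100% = median untreated cell wells and 0% = median positive control drug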
An asterisk follows results filed as active. Some of the compounds tested; the hit share may differ from the screen's.

| structure | SK-BR-3 tox 24h |
| --- | --- |
| Cc1ccc(-n2ncc3c(NCCCOC(C)C)ncnc32)c(C)c1 | 132 |
| CC(=O)Nc1ccc2nc(C3CCCCC3)[nH]c2c1 | 72 |
| COc1ccc2nc(N3CCCC(C(=O)NCCCN4CCN(C)CC4)C3)sc2c1 (centres undefined) | 104 |
| C=CCn1c(SCc2ccc(OC)cc2)nnc1-c1cccnc1 | 90 |
| O=C(Oc1ccccc1)c1ccc(-n2cnnn2)cc1 | 89 |
| CCCc1cc(=O)[nH]c(SCC(=O)Nc2cc3c(cc2C(C)=O)OCO3)n1 | 91 |
| CCCCCNC(=O)C(C#N)c1nc2ccccc2nc1N1CCCC1 (centres undefined) | 74 |
| O=c1cc(-c2ccccc2)nc2nc(CCc3ccccc3)[nH]n12 | 85 |
| COC(=O)c1c(NC(=O)CSc2nnnn2-c2ccc3c(c2)OCO3)sc(C)c1C | 88 |
| CNC(=O)c1cc(S(=O)(=O)N(C)C)ccc1Cl | 89 |
| O=C(O)C1CCCCC1C(=O)NCCc1c[nH]c2ccccc12 (centres undefined) | 106 |
| CC(C)CCOc1cccc(OCC(=O)N(C)C2CCS(=O)(=O)C2)c1 (centres undefined) | 80 |
| COCCn1c(C)cc(C(=O)CSc2n[nH]c(N)n2)c1C | 102 |
| CCN(CC)CCCC1(CN)OCCc2ccccc21 (centres undefined) | 88 |
| COn1c(SCC(=O)N(C)C)nc2ccccc2c1=O | 80 |
| c1ccc(-c2ccccn2)nc1 | 81 |
| CCOC(=O)c1ccc(NC(=O)C2CC2)cc1 | 86 |
| CCn1nnnc1SCC(=O)c1cc(OC)ccc1OC | 78 |
| CC(C)(C)c1nnc2sc(SCC(=O)c3ccccc3)nn2c1=O | 101 |
| COc1ccc(Cc2nnc(SCC(=O)c3ccccc3)o2)cc1 | 77 |
| COc1ccc(C(=O)OCCNC(=O)c2c(Cl)nc3ccccn23)cc1 | 93 |
| C=C(C)Cc1c(C)nc(-c2ccccc2)[nH]c1=O | 105 |
| O=C(c1ccc(S(=O)(=O)N2CCCCCC2)cc1)N1CCN(c2ccccn2)CC1 | 75 |
| COCCN1Cc2cccc(C(=O)Nc3cccc(C)c3C)c2C1=O | 80 |
| COc1ccccc1-c1cc(C(F)(F)F)nc(S(=O)(=O)CCCC(=O)Nc2cc(C)on2)n1 | 97 |
| Cc1cc(C)n(-c2nc(NC(C)(C)C)nc(NC(C)(C)C)n2)n1 | 104 |
| Cn1c(=O)c2c(nc(N3CCCCCC3)n2Cc2cccc3ccccc23)n(C)c1=O | 93 |
| COc1ccccc1N1CCN(C(=O)c2ccc(S(=O)(=O)N3CCCC3)cc2)CC1 | 94 |
| O=C(O)c1ccccc1NC(=O)C1CCCO1 (centres undefined) | 95 |
| CCn1nnnc1SCC(=O)Nc1cccc(C)n1 | 100 |

In the list so far, nine contain an aryl thioether with sulfur outside any ring:
| structure | SK-BR-3 tox 24h |
| --- | --- |
| C=CCn1c(SCc2ccc(OC)cc2)nnc1-c1cccnc1 | 90 |
| CCCc1cc(=O)[nH]c(SCC(=O)Nc2cc3c(cc2C(C)=O)OCO3)n1 | 91 |
| COC(=O)c1c(NC(=O)CSc2nnnn2-c2ccc3c(c2)OCO3)sc(C)c1C | 88 |
| COCCn1c(C)cc(C(=O)CSc2n[nH]c(N)n2)c1C | 102 |
| COn1c(SCC(=O)N(C)C)nc2ccccc2c1=O | 80 |
| CCn1nnnc1SCC(=O)c1cc(OC)ccc1OC | 78 |
| CC(C)(C)c1nnc2sc(SCC(=O)c3ccccc3)nn2c1=O | 101 |
| COc1ccc(Cc2nnc(SCC(=O)c3ccccc3)o2)cc1 | 77 |
| CCn1nnnc1SCC(=O)Nc1cccc(C)n1 | 100 |

Remaining list, next part:
| structure | SK-BR-3 tox 24h |
| --- | --- |
| CCOC(=O)CNC(=O)C(NC(=O)C1CCC(C)CC1)C(C)CC (centres undefined) | 90 |
| Cn1c(=O)c2c(nc(N3CCOCC3)n2CC(=O)c2ccccc2)n(C)c1=O | 98 |
| O=c1oc2ccccc2cc1-c1nnc(-c2cccc(Br)c2)o1 | 84 |
| CCCCN1CC(C(=O)NC2CCCCC2)CC1=O (centres undefined) | 105 |
| COc1ccc(S(=O)(=O)N(C)CC(=O)NC2CCCCC2)cc1OC | 109 |
| COc1ccc(OC)c2[nH]c(=O)c(CCNC(=O)COc3ccccc3)cc12 | 102 |
| COc1ccc(-c2nc(-c3ccccc3)no2)c(OC)c1 | 77 |
| COc1ccc(-c2cc(C(F)(F)F)nc(SCCC(=O)NCc3ccco3)n2)cc1 | 96 |
| O=C(O)C1C2C=CC3(CN(Cc4ccncc4)C(=O)C13)O2 (centres undefined) | 79 |
| O=C(O)c1ccc(Cl)cc1NC(=O)C1CCCO1 (centres undefined) | 77 |
| COc1cccc(-c2cc(C(=O)N3CCCc4ccccc43)no2)c1 | 74 |
| CCn1cc(C(=O)N2CCN(C3CCCCC3)CC2)c2cc(OC)c(OC)cc2c1=O | 81 |
| CCn1c(COc2ccccc2)nnc1SCC(=O)CC(=O)Nc1ccccc1OC | 79 |
| CN1CCN(CC(=O)Nc2ccc(Oc3ccccc3)cc2)CC1 | 90 |
| COC(=O)Cc1c(C)nc2nc(NCc3ccc(Cl)cc3)[nH]n2c1=O | 92 |
| O=C1N[C@@H](Cc2cnc[nH]2)C(=O)N2CCC[C@@H]12 | 96 |
| COc1ccc(CCn2nnnc2C(CC(C)C)N2CCC(C(N)=O)CC2)cc1OC (centres undefined) | 81 |
| CC1(C(=O)CSc2nc3ccccc3[nH]2)CCC(=O)O1 (centres undefined) | 102 |
| Cn1cnnc1SCC(=O)c1ccc2c(c1)CCCC2 | 107 |
| O=C(O)CCc1ccc(-c2cccs2)n1NC(=O)c1ccc(O)cc1 | 91 |
| CC(C)c1nc2oc3c(=O)[nH]cnc3c2c2c1CCC2 | 98 |
| Nc1c(C(=O)NCCN2CCOCC2)c2nc3ccccc3nc2n1CCc1ccccc1 | 86 |
| COC(=O)c1[nH]c2ccc(Cl)cc2c1NC(=O)C1CC1 | 77 |
| C=CCn1c(=O)c(C(=O)Nc2nnc(C)s2)c(O)c2ccccc21 | 90 |
| CCCCNC(=O)Nc1ccc(Br)cn1 | 99 |
| Cc1ccc(Cn2nnc3c(=O)[nH]c(C(=O)NCc4ccco4)nc32)cc1 | 118 |
| O=S(=O)(c1ccccc1)N(Cc1nc(-c2ccccc2)no1)C1CCCCC1 | 94 |
| CCN(CC)CCNc1ncnc2c1[nH]c1ccc(OC)cc12 | 85 |
| CC(=O)Nc1cccc(OC(=O)N2CCOCC2)c1 | 89 |
| Clc1ccc(-c2nn3c(-c4ccncc4)nnc3s2)c(Cl)c1 | 100 |
| CC(C)CNc1nc(Oc2ccc(=O)n(C)n2)nc(N2CCOCC2)n1 | 105 |
| COc1cc(C(=S)N2CCCC2)ccc1O | 91 |
| CCOC(=O)N1CCN(S(=O)(=O)c2ccc(OCC)c(C)c2)CC1 | 85 |
| COc1cc2cc(C(=O)O)n(C)c2c(OC)c1OC | 141 |
| O=C(CSc1ncnc2sc3c(c12)CCCC3)N1CCC(c2noc3ccc(F)cc23)CC1 | 78 |
| COCCNCC(=O)C12CC3CC(CC(C3)C1)C2 | 83 |
| Nc1ccc(S(=O)(=O)c2cccc(N)c2)cc1 | 120 |
| Cn1c(=O)c2c3c(sc2n2c(SCC(N)=O)nnc12)CC(C(C)(C)C)CC3 (centres undefined) | 68 |
| COC(=O)c1[nH]c2cccc(C)c2c1NC(=O)CN1CCCc2ccccc21 | 77 |
| Cc1c(Br)c(=O)[nH]c(=O)n1COCc1ccccc1 | 77 |
| Nc1ccc(C(=O)OCc2nc3ccccc3[nH]2)cc1 | 101 |
| CCOC(=O)NC(NC(=O)OCC)C(=O)c1ccccc1 | 93 |
| COc1ccccc1N1CCN(C(=O)Cn2nnc(-c3ccncc3)n2)CC1 | 89 |
| CCS(=O)(=O)N1CCCC(C(=O)NCc2ccccc2Cl)C1 (centres undefined) | 104 |
| COc1ccccc1N1CCN(c2nc(C)nc3c2oc2ccccc23)CC1 | 94 |
| CN(C)S(=O)(=O)c1ccc(-c2ccccc2)cc1 | 95 |
| CCOC(=O)N1CCN(c2nc(=S)n(-c3ccccc3)c(C)c2C(C)=O)CC1 | 114 |
| NC(=O)COc1ccc(C2c3c(oc4ccccc4c3=O)C(=O)N2CC2CCCO2)cc1 (centres undefined) | 96 |
| COCc1cc(C)nc(SCC(=O)N2CCC(C)CC2)c1C#N | 99 |
| COc1ccccc1NC(=O)CSc1nnc(-c2ccccn2)n1Cc1ccco1 | 56 |

Next part:
canonical_smiles	SK-BR-3 tox 24h
O=C(CSc1nnc(-c2cccnc2)o1)Oc1ccccc1	91
Cn1nnnc1SCC(=O)Nc1ccc(Br)cc1Cl	93
CCOC(=O)CNC(=O)Nc1cc(C(C)(C)C)nn1-c1ccccc1	100
CN(C)C(=S)c1ccc2ccccc2n1	94
CCOC(=O)CNC(=O)CSc1nnnn1-c1ccc(C)c(C)c1	83
CCCCCn1c(CNC(=O)COC)nc2ccccc21	80
O=C1c2ccccc2C(=O)N1CCC(c1ccc(F)cc1)c1ccco1 (centres undefined)	96
O=C(CSc1nnc(COc2cccc3ccccc23)o1)N1CCN(C(=O)c2ccco2)CC1	71
COc1ccc(C2C(C(=O)N3CCOCC3)=C(C)NC3=C2C(=O)CC(C)(C)C3)cc1O (centres undefined)	100
CC(C)CN(CC(C)C)C(=O)CS(=O)(=O)Cc1ccccc1	105
COc1ccc(CCn2c(-c3ccco3)nc3oc4ccccc4c(=O)c3c2=O)cc1	89
CCCNC(=O)NC1C(NC(=O)NCCC)N(C)C(=O)N1C (centres undefined)	59
CC(C(=O)Nc1ccccn1)N1C(=O)C2C3C=CC(C3)C2C1=O (centres undefined)	77
CCOC(=O)CSC1=C(C#N)C(c2ccco2)C(C(=O)Nc2cccc(C(F)(F)F)c2)=C(C)N1 (centres undefined)	90
COc1ccc2nc(Nc3nc(C)c(C(C)=O)s3)sc2c1	67
O=C(Nc1cnccn1)C1c2ccccc2Oc2ccccc21	80
CN(C)c1nc(SCCOC(=O)COc2ccc(Cl)cc2Cl)nc(N(C)C)n1	85
N#Cc1nc(Cc2ccccc2)oc1N1CCN(c2cccc(Cl)c2)CC1	117
c1cncc(-c2nc(NCc3ccco3)c3ccccc3n2)c1	90
CC(CCO)Nc1nc2c([nH]1)c(=O)n(C)c(=O)n2C (centres undefined)	116
Cc1ccccc1C(=O)N1CCN(c2nc(N3CCOCC3)nc(N3CCOCC3)n2)CC1	78
CCn1cc(C(=O)NCc2ccc3c(c2)OCO3)c2cc(OC)c(OC)cc2c1=O	72
CCOCCCNC(=O)c1cn(C)c(=O)c2cc(OC)c(OC)cc12	79
COC(=O)N/C(C)=C1/NC(=O)c2ccccc2C(c2ccccc2)N1 (centres undefined)	82
CCNc1cccc2c1C(=O)N(C)C2=O	93
O=C(NCCCN1CCN(c2ccccc2F)CC1)C1CCC(=O)N1C1CCCCC1 (centres undefined)	90
CCNc1nc(OC)nc(Oc2ccc(=O)n(-c3ccccc3)n2)n1	86
CC1(C)CC(=O)C2=C(C1)N(Cc1ccco1)C(=O)C2(NC(=O)C1CCCCC1)C(F)(F)F (centres undefined)	105
Cc1ccc2[nH]c3c(=O)n(CCN4CCNCC4)cnc3c2c1	122
CC(C)(C)NC(=O)CSc1nccn1Cc1ccccc1	99
CN(C)S(=O)(=O)c1ccc(NC(=O)c2ccccn2)cc1	91
CCOCCCNC(=O)C1CCC(=O)N1CCc1ccccc1 (centres undefined)	102
COc1ccccc1N1CCN(C2=CC(=O)CCC2)CC1	94
CCOc1ccccc1NS(=O)(=O)c1ccc(OC)c(OC)c1	74
COc1cccc2cc(C(=O)C3=C(O)C(=O)N(Cc4ccco4)C3c3cccnc3)oc12 (centres undefined)	84
CCCCNC(=O)c1cc2c(=O)n3cccc(C)c3nc2n(Cc2ccccc2)c1=N	72
CCOC(=O)NCCc1c(C)nc2c(c(C)nn2C(C)(C)C)c1C	98
CCC(C)Oc1cccc(OCCCCN2C(=O)NC(C)(C)C2=O)c1 (centres undefined)	106
N#C/C(=C\c1ccc[nH]1)Sc1nc2ccccc2s1	112
c1coc(-c2nn3c(-c4ccco4)nnc3s2)c1	103
Cc1ccc(C)c(-c2nc3ccc(N)cc3[nH]2)c1	97
CCOC(=O)c1[nH]c2ccc(F)cc2c1NC(=O)c1cc(OC)c(OC)c(OC)c1	109
Cc1cc(NC(=O)c2noc3c2CCCCC3)nn1Cc1ccc(Cl)cc1	77
CC(NC(=O)c1ccccc1)c1nc2ccccc2n1Cc1ccc(C#N)cc1 (centres undefined)	72
COc1ccc(OC)c(NC(=O)C(CC(=O)O)NCc2ccco2)c1 (centres undefined)	95
CC(=O)Nc1c(C#N)c(C(C)(C)C)cn1C	92
COc1cc(C2C3C(=O)N(c4ccccc4)C(=O)C3ON2c2ccccc2)cc(OC)c1OC (centres undefined)	86
COCC(=O)Nc1sc2c(c1C(=O)OC)C(C(=O)OC)CC2 (centres undefined)	97
CCOc1ccc2nc(NC(=O)Cn3cnc4c3c(=O)n(C)c(=O)n4C)sc2c1	98
Cc1cccc(N(CC(=O)N2CCCC2)S(=O)(=O)c2ccccc2)c1C	98
Nc1ccc2oc(=O)c3ccccc3c2c1	87
O=C(CSc1nnnn1C1CCCC1)NCc1ccc2c(c1)OCO2	93
CCSc1nc2cc(C(=O)OC)ccc2c(=O)n1CC	85
COc1ccccc1Oc1ccc2c(c1)C(=O)N(c1ccc(O)cc1)C2=O	105
CCc1ccc(Nc2cc(=O)n(C3CCCCC3)c(=O)[nH]2)cc1	107
COc1cccc(-n2c(COc3ccccc3C)nnc2SCC(=O)O)c1	87
O=C(Nc1nc(-c2ccco2)c(-c2ccco2)s1)C1CC(=O)N(c2ccc3c(c2)OCCO3)C1 (centres undefined)	69
Cc1cc2ncn(/N=C/c3cccnc3)c2cc1C	113
Cc1ccc(NC(=O)CC2SC3=NCCCN3C2=O)c(C)c1 (centres undefined)	77
C/C=C/Cn1c(SCc2ccc(Cl)cc2)nc2c1c(=O)[nH]c(=O)n2C	76
COc1cccc(C2/C(=C(\O)c3ccc4c(c3)OCO4)C(=O)C(=O)N2CCN(C)C)c1OC (centres undefined)	98
CCOC(=O)C1CCN(C(=O)COC(=O)c2ccc(Br)o2)CC1	85

Screening data as filed in PubChem.
